# CaV13 ICDI inh: Primary screen for inhibitors of IQ motif and Ca2+-dependent inactivation inhibitor domain binding in CACNA1D, Förster resonance energy transfer in living cells, …. HEK cells, CFP/YFP FRET ICDI-IQ, plate reader, 10 min; percent FRET-ratio fall versus neutral wells. inhibition, % at 12.3 µM. 340,000 compounds, 0.098% hits;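 active = mean replicate inhibition of at least 30% and at least 1% of replicates passing that level; inconclusive = only one of the two criteria is met; inactive = neither criterion is met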;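 note: 0% = median of the neutral control wells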
# ABHD5-PLIN5 inh: inhibitors of human ABHD5-perilipin-5 interaction | inhibition, % at 4 µM | 360,000 compounds, 0.78% hits | AID 602281 | Split G. princeps luciferase complementation, luminescence, 4 h;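 active = inhibition above the mean inhibition across every tested compound plus 3 SD, cut at about 22% in these data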;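 note: 0% = DMSO only wells and the 100% control is not disclosed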
# Target sequence (Q00G26 whole entry, looked up): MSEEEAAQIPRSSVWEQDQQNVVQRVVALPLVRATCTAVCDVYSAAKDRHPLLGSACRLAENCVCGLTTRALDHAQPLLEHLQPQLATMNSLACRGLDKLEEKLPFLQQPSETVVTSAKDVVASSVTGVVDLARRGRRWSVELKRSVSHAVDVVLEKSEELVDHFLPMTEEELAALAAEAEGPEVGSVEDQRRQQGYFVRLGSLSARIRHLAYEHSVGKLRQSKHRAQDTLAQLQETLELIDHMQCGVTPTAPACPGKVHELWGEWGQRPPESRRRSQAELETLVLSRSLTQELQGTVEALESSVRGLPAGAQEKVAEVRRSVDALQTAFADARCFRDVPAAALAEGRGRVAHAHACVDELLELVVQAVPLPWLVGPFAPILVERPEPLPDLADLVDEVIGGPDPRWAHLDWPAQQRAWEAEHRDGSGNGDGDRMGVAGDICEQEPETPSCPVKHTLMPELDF
# Target sequence (Q8WTS1 whole entry, looked up): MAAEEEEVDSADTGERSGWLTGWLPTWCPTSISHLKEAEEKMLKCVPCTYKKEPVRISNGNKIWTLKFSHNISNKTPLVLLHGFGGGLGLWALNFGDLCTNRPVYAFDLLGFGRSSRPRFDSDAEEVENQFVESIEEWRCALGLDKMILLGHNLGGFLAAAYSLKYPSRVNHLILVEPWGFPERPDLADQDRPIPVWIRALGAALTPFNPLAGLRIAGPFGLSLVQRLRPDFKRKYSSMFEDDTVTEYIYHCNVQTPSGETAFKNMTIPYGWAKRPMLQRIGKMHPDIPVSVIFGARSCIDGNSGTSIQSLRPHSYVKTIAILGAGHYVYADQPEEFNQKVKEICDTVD
# Exocytosis inh: lytic granule exocytosis inhibition | TALL-104 LAMP-1 surface exposure, flow cytometry; cells stimulated with thapsigargin and PMA | inhibition, % at 10 µM | 360,000 compounds, 0.66% hits | AID 651702;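 active = inhibition above about 55%, limit read from the data; inconclusive = no clear call, values can overlap the other calls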
# PDI inh: PDI (human) enzyme inhibition; P07237; PDI insulin aggregation turbidity, A650, 90 min; inhibition, % at 10 µM; 350,000 compounds, 0.052% hits; AID 588391;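 active = mean inhibition across replicates of 30% or more, whatever share of single replicates reach that level; inconclusive = mean inhibition below 30% while every single replicate reaches 30%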;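 note: absorbance from insulin aggregation driven by PDI reduction with DTT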
# ABCB6 inh 2: human ABCB6 transporter inhibition; Q9NP58; K562-ABCB6 porphyrin accumulation, flow cytometry, 1 h; active compounds read low; fluorescence ratio to DMSO, % at 10 µM; 360,000 compounds, 0.19% hits; AID 602162;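 active = fluorescence ratio to DMSO below 75%, the collection mean minus 3 SD; inconclusive = too few cells collected in the well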;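 note: signal is porphyrin accumulated inside mitochondria; 100% equals median channel fluorescence of DMSO control wells; lower ratio means ABCB6 inhibition with less porphyrin fluorescence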
# m5-HT2A agonist: agonists of mouse serotonin 5-HT2A receptor (HTR2A). CHO-K1 mHTR2A beta-arrestin complementation, luminescence; percent of 30 µM serotonin response. activation, % at 7.6 µM. 360,000 compounds, 0.66% hits. AID 624169;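 active = activation above a run cutoff, the mean activation of all tested compounds plus 3 SD, cut at about 14% in these data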;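 note: 0% = plate median of compound wells and 100% = 30 µM serotonin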
# Cardio protect: protects H9c2 cardiomyocytes from peroxide injury; protection from H2O2 cell death, % at 20 µM; AID 588492; H2O2 injury protection, ATPLite, 2 h; 360,000 compounds, 0.63% hits;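 active = compounds giving at least 50% protection of heart cells from peroxide-induced death in the single-dose screen, raw or plate-pattern-corrected value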;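 note: 0% = DMSO wells with peroxide and 100% = DMSO wells without peroxide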
# N-glyco inh: N-linked glycosylation inhibition; D54 ERlucT glycosylation luciferase reporter, 24 h; percent of 100 nM tunicamycin response; reporter increase, % at 12.5 µM; 360,000 compounds, 0.23% hits;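 active = mean luciferase reporter signal, scaled so untreated is 0 and the glycosylation-blocking control 100, at or above a set limit in every replicate; inconclusive = mean reaches the limit but not every replicate does; inactive = mean below the limit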;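 note: luciferase carries N-glycosylation sites so blocking glycosylation raises the light; 0% = median of neutral control wells and 100% = median of 100 nM tunicamycin wells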
# MC4R antagonist: antagonists of human melanocortin 4 receptor (MC4R) | inhibition, % at 6.5 µM | AID 540295 | MC4R-expressing cells, MTII-stimulated cAMP, LANCE TR-FRET | 360,000 compounds, 0.48% hits | P32245;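 active = inhibition above its plate's cutoff, the mean of tested wells on that plate plus 3 SD, cut at about 29% in these data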;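 note: 0% = Melanotan II alone and 100% = Melanotan II plus saturating MCL0020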
#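 System – human MC4R-expressing U2OS cells · Also added – Melanotan II · Dosing – one concentration, 6.5 µM nominal · Timing – 30-min compound, 1-h challenge, 1-h detection, room temperature · Measured by – Eu-cAMP/anti-cAMP TR-FRET, emission 671 nm · Replicates – singlicate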
# MC4R barr agon: agonists of human melanocortin 4 receptor (MC4R) beta-arrestin; activation, % at 8.9 µM; AID 540308; 360,000 compounds, 0.98% hits; U2OS MC4R beta-arrestin complementation, luminescence; percent of melanotan II response, DMSO zero;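 active = activation above a per-plate cutoff, the mean activation of sample wells on that plate plus 3 SD, cut at about 8% in these data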
# Starred values were filed as active, the others as inactive; ? = inconclusive; nt = not tested or not shown.
SMILES,CaV13 ICDI inh,ABHD5-PLIN5 inh,Exocytosis inh,PDI inh,ABCB6 inh 2,m5-HT2A agonist,Cardio protect,N-glyco inh,MC4R antagonist,MC4R barr agon
CN(C(=O)c1cc(-n2cnnc2)ccc1Cl)c1ccccc1,-5,-2,-9,3,89,4,9,-1,0,0.4
O=C(/C=C/c1cccc([N+](=O)[O-])c1)NCC1CCCO1 (configuration not stated),-4,-4,-2,-10,83,2,2,2,5,-1.2
COc1ccc(Cl)cc1NC(=O)CNCc1cccs1,-21,0,2,8,95,-9,4,-2,3,-1.3
CN1N=C2c3ccccc3CCCC2C1c1ccc(F)cc1 (configuration not stated),-5,-6,8,-3,96,-3,-8,0,3,-1.3
COC(=O)c1ccc(CN2C(=O)C(C)N(C(=O)c3c(F)cccc3F)c3ccccc32)cc1 (configuration not stated),-20,-6,-9,-4,94,-1,-10,-3,5,-1.0
O=C(COc1ccc(C(=S)N2CCOCC2)cc1)N1CCOCC1,-6,0,6,1,100,-6,-1,1,2,-3.7
CCn1c(SCC(=O)N2CC(=O)Nc3ccccc32)nnc1-c1ccoc1C,-5,1,1,3,97,5,4,5,12,1.2
COC(=O)[C@@]12CCCCN1[C@H](c1ccc(-c3ccc(C(C)=O)cc3)cc1)[C@H]1C(=O)N(C)C(=O)[C@H]12,-4,2,-24,-2,96,4,13,-1,-3,-0.1
COc1cccc2c1-c1c(C(=O)O)cccc1C2=O,-10,7,-5,-6,99,0,0,3,12,-1.9
Nc1oc2ccccc2c1C(=O)Cc1ccccc1O[C@@H]1O[C@H](CO)[C@@H](O)[C@H](O)[C@H]1O,nt,4,2,nt,102,-1,6,-4,4,-1.3
CC(=O)N1CCN(S(=O)(=O)c2ccc(S(=O)(=O)NC3CCCCC3)cc2)CC1,-2,-12,14,-6,96,-6,-1,2,6,-1.5
NC(=O)CSc1nc(-c2ccccc2Cl)ns1,-4,5,0,1,99,-2,3,0,1,-0.3
CCOC(=O)C1(Cc2ccccc2C)CCCN(C(=O)c2cc(CC)nn2C)C1 (configuration not stated),-2,2,-2,1,100,4,-4,1,6,0.3
Cc1csc(SCC(=O)NCc2cccs2)n1,-8,0,-1,-7,92,3,4,1,7,-0.6
CC(Sc1nncn1C)C(=O)Nc1ccc(S(N)(=O)=O)cc1 (configuration not stated),1,2,8,2,93,5,8,1,-4,0.1
O=S(=O)(Nc1cccc(-n2cnnn2)c1)c1ccccc1F,-7,2,-12,2,101,2,6,1,5,-0.7
COc1ccccc1N1CC(C(=O)Nc2nc(C)cs2)CC1=O (configuration not stated),-5,0,4,4,101,-7,5,-1,-3,-0.4
Cc1nn(C)cc1C1Nc2ccccc2C(=O)N1O (configuration not stated),-5,-5,-1,0,98,0,17,0,2,-2.9
Oc1ccc(C[C@@H]2CNCCN2CCc2cccc(F)c2)cc1,-4,-8,-9,-3,92,-4,14,1,1,-0.7
COc1ccc(/C=C2\SC(=O)N(CCNC(=O)Cc3coc4cc(C)ccc34)C2=O)cc1OC,-3,1,-1,7,97,3,10,0,6,0.7
CCCCn1c(N)c(N(CC(C)C)C(=O)Cn2c(=O)cnc3ccccc32)c(=O)[nH]c1=O,-15,10,-1,8,100,0,-3,3,0,-2.9
CC(C)CNC(=O)COC(=O)c1cc(S(=O)(=O)N(C)C)ccc1N1CCCC1,-6,0,-2,0,101,3,-1,1,27,0.7
CN1C(=O)[C@H]2[C@@H](C3CC3)N3C(=O)CN(Cc4ccc(-c5ccccc5)cc4)C(=O)[C@@]3(C)[C@H]2C1=O,-11,11,0,-2,100,0,-1,3,16,1.4
COc1ccc(C2CC(=O)CCN2S(=O)(=O)c2ccc(C)cc2)cc1 (configuration not stated),-3,-2,-5,4,97,8,7,1,-2,-0.2
O=C(Cn1c(=O)oc2cc(S(=O)(=O)N3CCc4ccccc43)ccc21)N1CCCCC1,8,4,2,-6,105,0,-6,-2,4,1.9

# Going on with the list.
SMILES,CaV13 ICDI inh,ABHD5-PLIN5 inh,Exocytosis inh,PDI inh,ABCB6 inh 2,m5-HT2A agonist,Cardio protect,N-glyco inh,MC4R antagonist,MC4R barr agon
Cc1c(N=NC2=C(O)CCCC2=O)c(=O)n(-c2ccccc2)n1C,-7,-3,-3,-5,106,-7,-3,2,0,-2.4
CC1(c2nc3ccccc3cc2C#N)OCCO1,-5,-8,-17,3,103,-2,-2,3,0,-2.5
O=C(COC(=O)c1cc[n+]([O-])cc1)Nc1ccc(Cl)c(C(F)(F)F)c1,-3,-1,2,4,97,0,-8,4,-5,-0.7
Cc1ccc(S(=O)(=O)N2CCOCC2)cc1NC(=O)CSc1nnc(NC2CC2)s1,-6,-1,-2,-10,100,-6,10,-2,4,-1.2
COc1ccc(N2CCN(S(=O)(=O)c3cccc4cccnc34)CC2)cc1,19,6,-2,-1,101,-12,-4,1,0,-0.5
COC(=O)c1ccc(C)c(NC(=O)CSc2nc3[nH]c(=O)cc(O)c3s2)c1,-6,-13,-2,5,99,5,1,2,3,-2.7
CC(C)C[C@H]1CN(CCCC[C@@H]2CNC(=O)C(=O)N2CCc2ccccc2)C(=O)C(=O)N1CCC1CCCCC1,-2,6,-5,nt,93,2,nt,nt,nt,nt
Cc1ccc(C2=NOC(=O)/C2=C\C=C\c2ccccc2)cc1,-2,0,-6,3,96,-2,-18,20,-19,-2.7
COc1ccc(/C=C/C(=O)NCCCN2CCCC2)cc1,-18,1,-5,2,96,-1,6,0,11,0.3
NS(=O)(=O)c1cccc(NC(=O)COC(=O)CCc2ccccc2)c1,-5,-1,-7,-10,87,6,1,5,1,-0.4
CCc1cccc2c(C=C(C#N)C#N)cn(CC(=O)N3CCCCCC3)c12,-10,-8,1,-7,97,-1,1,-1,7,0.2
N#CC1(NC(=O)COc2ccc(S(=O)(=O)N3CCCC3)cc2[N+](=O)[O-])CCCCC1,-14,0,17,-3,96,0,-2,0,-9,-3.8
O=c1c2c3c(sc2ncn1/N=C/c1ccc([N+](=O)[O-])o1)CCCC3,-5,5,83*,-4,134,-5,-2,?,9,-1.3
Cc1cc(C)c(S(=O)(=O)N2CCCOC2CNC(=O)C(=O)NCCc2c[nH]c3ccccc23)c(C)c1 (configuration not stated),-19,6,-3,1,95,3,6,-4,14,-0.3
CCc1nnc(NS(=O)(=O)c2ccc(NC(=S)NC(=O)/C=C/c3ccc(F)cc3)cc2)s1,-4,-2,0,-14,92,0,-17,2,12,-1.9
Cc1ccc(CNC(=O)C2CC(=O)N(C3CCCCCC3)C2)cc1 (configuration not stated),-4,-5,2,1,100,-1,4,2,10,-0.6
CC(C)n1cc(CN2CCN(C)C(CCO)C2)c2ccccc21 (configuration not stated),-5,-3,19,0,98,7,-2,1,-2,-1.5
CCCCNC(=O)c1cc2c(C)cc(C)cc2[nH]1,5,-10,-6,10,96,-4,-1,-2,-5,2.9
CCCCn1nc(C(=O)Nc2cc(S(=O)(=O)N(C)C)ccc2C)c2ccccc2c1=O,8,3,-4,-6,103,0,-5,-1,0,0.4
CC(C)N(Cc1ccccc1)C(=O)CN1C(=O)COc2ccc(S(=O)(=O)NC3CCCC3)cc21,-2,-3,-1,16,106,3,-2,-2,9,-3.2
COc1ccc(-c2cc(=O)oc3cc(OC(=O)C4CCCCC4)ccc23)cc1,-19,0,-2,-4,102,4,52*,-9,-15,0.0
COc1ccc(/C=N/NC(=O)c2ccc(N3CCCC3=O)cc2)cc1,-6,4,17,12,96,3,-2,0,5,-0.5
COc1ccc(-c2c(C#Cc3ccsc3)c3cc(-c4ccc(C(N)=O)cc4)ccc3n2C)cc1,-5,-9,-3,-1,99,-6,-10,-1,5,0.0
Cc1c(C(=O)Nc2ccccc2)oc2c1C(=O)CC(C)(C)C2,-11,-3,1,5,94,-11,2,-1,-3,-1.0
CCOc1cc(/C=N/NC(=O)C(=O)N2CCCC2)ccc1O,-5,2,0,11,102,3,6,0,0,0.1
CCCCC(=O)Nc1cc(-c2nc3ncccc3o2)ccc1C,-7,4,-3,0,98,12,9,3,-2,-0.8
CC(=O)C[C@H](O)CC(=O)[C@H]1OC(=O)CCCCC/C=C/Cc2ccccc21,-11,-1,-9,2,96,12,0,1,3,-0.8
Cc1cc(NC(=O)C2CC=CCC2C(=O)O)ccc1NC(=O)c1ccccc1 (configuration not stated),nt,0,0,-4,104,1,1,4,7,-2.2
O=[N+]([O-])c1cc(S(=O)(=O)C(F)(F)F)ccc1Sc1nc2ccccc2[nH]1,0,54*,2,-1,108,-8,-35,68*,30*,-0.8

# Structural class, those above containing a halogen (ten)
SMILES,CaV13 ICDI inh,ABHD5-PLIN5 inh,Exocytosis inh,PDI inh,ABCB6 inh 2,m5-HT2A agonist,Cardio protect,N-glyco inh,MC4R antagonist,MC4R barr agon
CN(C(=O)c1cc(-n2cnnc2)ccc1Cl)c1ccccc1,-5,-2,-9,3,89,4,9,-1,0,0.4
COc1ccc(Cl)cc1NC(=O)CNCc1cccs1,-21,0,2,8,95,-9,4,-2,3,-1.3
CN1N=C2c3ccccc3CCCC2C1c1ccc(F)cc1 (configuration not stated),-5,-6,8,-3,96,-3,-8,0,3,-1.3
COC(=O)c1ccc(CN2C(=O)C(C)N(C(=O)c3c(F)cccc3F)c3ccccc32)cc1 (configuration not stated),-20,-6,-9,-4,94,-1,-10,-3,5,-1.0
NC(=O)CSc1nc(-c2ccccc2Cl)ns1,-4,5,0,1,99,-2,3,0,1,-0.3
O=S(=O)(Nc1cccc(-n2cnnn2)c1)c1ccccc1F,-7,2,-12,2,101,2,6,1,5,-0.7
Oc1ccc(C[C@@H]2CNCCN2CCc2cccc(F)c2)cc1,-4,-8,-9,-3,92,-4,14,1,1,-0.7
O=C(COC(=O)c1cc[n+]([O-])cc1)Nc1ccc(Cl)c(C(F)(F)F)c1,-3,-1,2,4,97,0,-8,4,-5,-0.7
CCc1nnc(NS(=O)(=O)c2ccc(NC(=S)NC(=O)/C=C/c3ccc(F)cc3)cc2)s1,-4,-2,0,-14,92,0,-17,2,12,-1.9
O=[N+]([O-])c1cc(S(=O)(=O)C(F)(F)F)ccc1Sc1nc2ccccc2[nH]1,0,54*,2,-1,108,-8,-35,68*,30*,-0.8

# High-throughput results from PubChem BioAssay.
